CCT chaperon mod: modulators of cytosolic chaperonin (CCT/TRiC) activity; purified chaperonin ATPase assay, HTRF ADP detection, 30 min; activity change, % (no concentration beside the values), hits read low; 360,000 tested, 0.3% active; AID 651819; in the data active = activity change below about -30%; note: % is set by controls: 0 for no effect and ±100 for the full control effect
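ATPase activity: ADP formed was measured by HTRF Transcreener (665/615 nm ratio) after 30 min at 37 deg C with 10 uM ATP. Compounds screened at one 76 uM concentration against 40 or 20 nM TRiC in Tris pH 7.4/KCl/MgCl2/DTT buffer.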
DRD3 antagonist: D3 dopamine receptor (human) antagonism | D3R cells, DiscoveRx beta-arrestin luminescence, antagonist mode; hits give low values | max response, negative = inhibition, % | 360,000 tested, 2.5% active | AID 652054; in the data active = max response below about -50%; inconclusive = no clear call, values can overlap the other calls; note: % is set by controls: 0 for no effect and ±100 for the full control effect; mostly tested at two doses, the higher about 12 µM
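Cells plated overnight at 1500 cells/well, then exposed to library compounds with dopamine controls for 90 minutes at 37 degrees C. DiscoveRx reagent added for 30–60 minutes at room temperature; luminescence read, quantitative HTS format.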
EPAC2 ag: EPAC2 (human) agonism; Q8WZA2; AID 720711; Potency, µM (highest dose often 154 µM), without a hit: at the top dose activation, actives largely listed as activators; 360,000 tested, 0.079% active; EPAC2 activation, biochemical qHTS; response scale: 100% = 6.5 mM cAMP response; note: potency is the fitted concentration of half-maximal effect; nearly all actives have a fitted effect of over 50% in size
Target sequence (Q8WZA2 whole entry, looked up): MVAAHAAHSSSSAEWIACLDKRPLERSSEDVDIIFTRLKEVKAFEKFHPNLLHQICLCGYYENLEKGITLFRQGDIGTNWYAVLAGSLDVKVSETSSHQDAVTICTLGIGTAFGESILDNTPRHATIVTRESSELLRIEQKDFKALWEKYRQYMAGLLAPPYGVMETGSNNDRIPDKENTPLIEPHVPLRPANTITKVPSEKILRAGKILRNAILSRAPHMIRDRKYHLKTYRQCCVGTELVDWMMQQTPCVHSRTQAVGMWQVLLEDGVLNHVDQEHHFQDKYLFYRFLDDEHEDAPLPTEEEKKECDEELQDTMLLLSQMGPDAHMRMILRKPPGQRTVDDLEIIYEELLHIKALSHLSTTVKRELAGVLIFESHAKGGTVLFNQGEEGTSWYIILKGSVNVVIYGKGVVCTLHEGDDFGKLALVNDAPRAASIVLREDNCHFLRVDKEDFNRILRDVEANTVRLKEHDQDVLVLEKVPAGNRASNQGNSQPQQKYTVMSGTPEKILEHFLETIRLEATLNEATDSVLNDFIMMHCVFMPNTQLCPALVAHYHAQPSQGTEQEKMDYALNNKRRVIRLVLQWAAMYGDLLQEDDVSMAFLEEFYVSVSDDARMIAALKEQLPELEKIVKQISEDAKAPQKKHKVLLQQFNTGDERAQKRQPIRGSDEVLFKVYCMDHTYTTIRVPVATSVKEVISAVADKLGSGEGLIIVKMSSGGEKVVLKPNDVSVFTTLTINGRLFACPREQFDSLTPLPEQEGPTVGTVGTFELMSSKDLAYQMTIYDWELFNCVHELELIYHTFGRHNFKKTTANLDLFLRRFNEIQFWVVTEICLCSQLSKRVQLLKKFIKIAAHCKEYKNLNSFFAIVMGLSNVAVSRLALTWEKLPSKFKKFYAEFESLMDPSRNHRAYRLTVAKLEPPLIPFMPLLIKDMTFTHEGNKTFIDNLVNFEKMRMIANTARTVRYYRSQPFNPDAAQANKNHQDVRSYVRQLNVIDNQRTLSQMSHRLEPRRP
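Compounds were titrated in qHTS against a Rap1B-BODIPY-GDP (250 nM) complex with EPAC2 (100 nM) and GDP (50 uM). BODIPY-GDP release tracked at 480/540 nm over 30 min at room temperature, normalized to 6.5 mM cAMP.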
PTHR1 agonist: agonists of human PTHR1 parathyroid hormone receptor; Q03431; HEK293 GP2 PTHR1 cells, GloSensor cAMP luminescence, 1 h; Potency, µM (series often up to 115 µM), inactives show top-dose activation, actives largely listed as activators; 410,000 tested, 0.075% active; note: potency is the fitted concentration of half-maximal effect; nearly all actives have a fitted effect of over 55% in size; some results filed as inactive show a strong effect at the top dose; inactives centre near -15; many of its hits are not listed in these tables
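HEK-293-derived GP2 cells expressing PTHR1 and a GloSensor cAMP reporter, 3,000/well, plated overnight, given luciferin plus IBMX (each 0.5 mM as added) for 1 h at 37 °C, then compound for 1 h at 37 °C. Luminescence was read after 15 min at room temperature.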
DRD3 agonist: D3 dopamine receptor (human) agonism. P35462. D3R DiscoveRx beta-arrestin cells, luminescence, 90 min. max activation, %. 410,000 tested, 0.58% active; in the data active = max activation above about 30%; note: 0% is about no effect; mostly tested at two doses, the higher about 12 µM
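Agonist-mode cell screen: cells plated at 1500/well and incubated overnight at 37 °C, then exposed to library compounds for 90 min at 37 °C. Detection reagent was added for 30–60 min at room temperature, and luminescence was read.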
MmCpn inh: M. maripaludis TRiC chaperonin inhibition; 330,000 tested, 0.031% active; purified Mm-Cpn ATPase, ADP Transcreener TR-FRET; Potency, µM (top dose mostly 76.9 µM), inactives show top-dose activity, negative = inhibition, actives largely listed as inhibitors; AID 504842; note: potency is the fitted concentration of half-maximal effect; % is set by controls: 0 for no effect and ±100 for the full control effect; nearly all actives have a fitted effect of over 80% in size
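Measured: ADP formation by purified Mm-CPN. Conditions: 25 nM protein, 10 uM ATP, Tris pH 7.4 with Mg2+, K+ and DTT, 37°C for 30 min. Detection: Transcreener HTRF after 30 min at room temperature.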
pAkt inh: inhibitors of Akt phosphorylation; Neuro2A IGF-stimulated pAkt S473 HTRF, 20 min; hits give low values; activity change, % for hits at 50 µM; 360,000 tested, 0.32% active; AID 651550; in the data active = activity change below about -80%; inconclusive = mostly about -51% to -80%; note: % is set by controls: 0 for no effect and ±100 for the full control effect
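Single-point screen (50 µM final compound) in Neuro2A cells stimulated 20 min with 6 nM IGF at 37 deg C. After lysis, Ser473-phosphorylated Akt read by HTRF (ex 330 nm, em 615/665 nm) as the 665/615 ratio.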
EPAC2 antag: EPAC2 (human) antagonism; Q8WZA2; EPAC2 GEF exchange of Rap1B-BODIPY-GDP, fluorescence; Potency, µM (doses to about 114 µM), without a hit: top-dose activity, negative = inhibition, hits mostly inhibitors; 360,000 tested, 0.18% active; note: potency is the fitted concentration of half-maximal effect; % is set by controls: 0 for no effect and ±100 for the full control effect; nearly all actives have a fitted effect of over 45% in size; many of its hits are not listed in these tables
An asterisk follows results filed as active; i = inactive; ? = inconclusive; . = not tested or not shown; & = joins results of further samples; [ ] = dose if it differs, or a comment. Unless noted, calls come from the whole dose curve; as a rule, active = well fitted curve in the direction sought with a large enough effect; inconclusive = small, poorly fitted or top-dose-only effect, or another doubt; inactive = no such curve, though single readings can be large; an effect the other way counts as inactive or inconclusive. These rows are one share of the data; rates above refer to the full screens.

SMILES	CCT chaperon mod	DRD3 antagonist	EPAC2 ag	PTHR1 agonist	DRD3 agonist	MmCpn inh	pAkt inh	EPAC2 antag
N#CCCN(Cc1ccccc1)C(C(=O)NC1CCCCC1)c1ccnc2ccccc12 (stereo not given)	0.1	2	17%	-13%	-2	.	i	7%
O=[N+]([O-])c1cc(/C=N/NC(=S)Nc2ccccc2Cl)ccc1Cl	-7.7	?	4%	-61%[inhibitor]	4	-3%	i	-1%
CN(C)C(=O)CCN1CCOCC1	-1.9	-7	-2%	?	-2	0%	i	13%
CN(C)S(=O)(=O)c1ccc(NC(=O)c2cc(F)c(F)cc2Cl)cc1	-3.5	-8	3%	i	-3	0%	i	-9%
COc1cc(OC)c2c(c1)OC(=O)CC2c1ccc(C)cc1 (stereo not given)	1.7	-29	15%	1%	-30	-1%	i	?
CC(C)c1ccc2c(c1)CC[C@H]1[C@](C)(CN)CCC[C@]21C	0.4&-0.9	66&5	13%&-2%	-41%&-4%[inhibitor]	8&5	.	i	-7%&3%
Cc1cc(C)nc(SCCS(=O)(=O)Cc2ccccc2)n1	4.0	23	8%	-10%	1	-1%	i	0%
Cn1nnnc1SCC(=O)Nc1ccccc1C(N)=O	-0.8	1	12%	i	2	2%	i	30%
O=C(O)CCN1C(=O)/C(=C\c2ccc(-c3nc4ccccc4s3)o2)SC1=S	-1.2	-29	8%	i	1	1%	i	-2%
CCOC(=O)c1cnc2ccc(OC)cc2c1Nc1ccc2c(c1)OCCO2	1.9	-70*	15%	-95%[inhibitor]	0	-3%	i	-23%
Cc1cccc(C)c1NC(=O)C(c1ccc([N+](=O)[O-])cc1)N(C)C(=O)c1ccccn1 (stereo not given)	-3.5	62	-5%	i	5	1%	i	3%
Cn1cncc1C#Cc1c(-c2ccc(S(C)(=O)=O)cc2)sc2ccccc12	-0.6	15	1%	24%	-46	0%	i	-5%
COc1cc(OC)c(C2C(C(=O)Nc3ccccc3)=C(C)Nc3ncnn32)cc1OC (stereo not given)	0.8	-28	12%	13%	-1&-11	-2%	i	17%
OC(c1ccccc1)(c1nc(-c2cccc3cccnc23)cs1)C(F)(F)F (stereo not given)	-0.5	0	23%	-28%	-8	.	i	1%
COc1ccc(CCNC(=O)CCNS(=O)(=O)c2cccc3nsnc23)cc1OC	0.1	6	5%	6%[57.5 µM]	3	0%	i	-5%
CCOc1ccc(N2C(=O)C3ON(C)C(c4ccc([N+](=O)[O-])cc4)C3C2=O)cc1 (stereo not given)	-1.2	0	4%	i	2	-2%	i	4%
Cc1ccc(NC(=S)NNC(=O)c2nnn(-c3ccccc3)c2C)cc1	-0.1	-3	-1%	-2%	1	1%	i	15%
CCc1ccccc1NC1=NCC(=O)N1C1CCCC1	-3.5	12	6%	-2%	1	-3%	i	-22%
O=C(NNC(=S)NCc1ccccc1)c1cccc([N+](=O)[O-])c1	2.0	-25	-6%	i	-9	3%	i	4%
Cc1cccc(NC(=O)CSc2nc3[nH]c(=O)cc(O)c3s2)c1	-1.3	7	8%	?	-10	-3%	i	10%
CCOC(=O)C1=NOC2(C1)C(=O)Nc1c(Cl)cccc12 (stereo not given)	1.1	5	2%	-1%	0	.	i	8%
O=C(CCN1C(=O)/C(=C/c2ccccc2Cl)SC1=S)N1CCOCC1	-2.3	1	5%	-28%	0	1%	i	5%
O=C(Cc1ccc([N+](=O)[O-])cc1)Nc1cccnc1	-0.4	7	-2%	i	-2	0%	i	3%
COc1ccc(C2=NOC(C(=O)NCc3ccc(F)cc3)C2)cc1 (stereo not given)	-1.9	-19	-15%	-22%	-6	-1%	i	2%
C=CCOc1ccc(-c2nc3c(c(=O)[nH]c(=O)n3CCC)n2CCCC)cc1	-2.4	-10	-5%	i	-3	-2%	i	-5%

Shown with two lines to a compound: part of the list above.
The line under a structure holds: CCT chaperon mod, DRD3 antagonist, EPAC2 ag, PTHR1 agonist, DRD3 agonist, MmCpn inh, pAkt inh, EPAC2 antag
CN(C)C(=O)CCN1CCOCC1
  -1.9, -7, -2%, ?, -2, 0%, i, 13%
CN(C)S(=O)(=O)c1ccc(NC(=O)c2cc(F)c(F)cc2Cl)cc1
  -3.5, -8, 3%, i, -3, 0%, i, -9%
COc1cc(OC)c2c(c1)OC(=O)CC2c1ccc(C)cc1 (stereo not given)
  1.7, -29, 15%, 1%, -30, -1%, i, ?
CC(C)c1ccc2c(c1)CC[C@H]1[C@](C)(CN)CCC[C@]21C
  0.4&-0.9, 66&5, 13%&-2%, -41%&-4%[inhibitor], 8&5, ., i, -7%&3%
Cc1cc(C)nc(SCCS(=O)(=O)Cc2ccccc2)n1
  4.0, 23, 8%, -10%, 1, -1%, i, 0%
Cn1nnnc1SCC(=O)Nc1ccccc1C(N)=O
  -0.8, 1, 12%, i, 2, 2%, i, 30%
O=C(O)CCN1C(=O)/C(=C\c2ccc(-c3nc4ccccc4s3)o2)SC1=S
  -1.2, -29, 8%, i, 1, 1%, i, -2%
CCOC(=O)c1cnc2ccc(OC)cc2c1Nc1ccc2c(c1)OCCO2
  1.9, -70*, 15%, -95%[inhibitor], 0, -3%, i, -23%
Cc1cccc(C)c1NC(=O)C(c1ccc([N+](=O)[O-])cc1)N(C)C(=O)c1ccccn1 (stereo not given)
  -3.5, 62, -5%, i, 5, 1%, i, 3%
Cn1cncc1C#Cc1c(-c2ccc(S(C)(=O)=O)cc2)sc2ccccc12
  -0.6, 15, 1%, 24%, -46, 0%, i, -5%
COc1cc(OC)c(C2C(C(=O)Nc3ccccc3)=C(C)Nc3ncnn32)cc1OC (stereo not given)
  0.8, -28, 12%, 13%, -1&-11, -2%, i, 17%

Remaining list, next part:
SMILES	CCT chaperon mod	DRD3 antagonist	EPAC2 ag	PTHR1 agonist	DRD3 agonist	MmCpn inh	pAkt inh	EPAC2 antag
COc1cccc(CNC(=O)CC2C(=O)NCCN2Cc2ccoc2)c1OC (stereo not given)	3.2	14	5%	-2%	3	2%	i	-7%
CCC1(CC)NC(=O)N(CC(=O)Nc2cccc3ccccc23)C1=O	0.5	21	3%	-5%	-16	-1%	i	17%
COCCC(=O)N1CCC(Oc2ccc(C(=O)N3CCCCCCC3)cc2)CC1	-1.3	-5	8%	?	4	-1%	i	-9%
COc1cc(/C=C/C(=O)O)cc(S(=O)(=O)NCc2ccco2)c1OC	-0.9	22	5%	-17%	1	0%	i	15%
Cc1nc2nc(C)c(CCC(=O)N3CCOCC3)c(C)n2n1	-0.4	3	-3%	i	1	-3%	i	4%
CCc1n[nH]c(=S)n1/N=C/c1cccc2ccccc12	-2.8	-14	5%	i	0	2%	i	10%
O=c1[nH]c(=S)ccn1C1OC(CO)C(O)C1O (stereo not given)	-3.3	-27	7%	-39%[inhibitor]	3	.	i	19%
CCc1ccc(N(CC(=O)NC2CCCCC2)C(=O)CNC(=O)c2ccco2)cc1	-2.0	-8	15%	-14%	3	0%	i	-3%
CCN(CC)CCN(C)C(=O)CCc1nnc(-c2ccc(C)s2)o1	-2.5	8	7%	-16%	1	-10%	i	-9%
Fc1ccccc1NC(=S)Nc1cccnc1	0.2	12	3%	-3%	-3	-2%	i	1%
O=C(N[C@@H](Cc1c[nH]c2ccccc12)C(=O)O)C1CCN(S(=O)(=O)c2cccs2)CC1	-5.4	-15	12%	i	3	-15%	i	-5%
COc1c(Cl)cc(C(=O)Nc2ccccc2C(=O)O)cc1Cl	-5.8	18	0%	-33%[inhibitor]	1	0%	i	5%
COc1ccc(/C=N/NC(=O)c2ccc(Br)cc2)cc1CN1CCOCC1	-2.2	-21	9%	i	-13	1%	i	0%
COc1ccccc1CN1CC(C(=O)NC2(c3ccccc3)CC2)CCC1=O (stereo not given)	-4.9	?	-4%	i	-2	1%	i	0%
CC(=O)C1=C(O)C(=O)N(CCCCCC(=O)O)C1c1ccc(N(C)C)cc1 (stereo not given)	2.5	0	7%	?	-1	-1%	i	-2%
Cc1ccccc1C(=O)N1CCC(C(=O)N(C)CCOc2ccccc2)CC1	0.1	-13	-3%	i	-6	0%	i	8%
O=C(NCc1ccc2c(c1)OCO2)c1ccc(Br)o1	0.7	0	11%	-3%	4	-1%	i	1%
Cc1cccc(OCc2nnc(SCC(=O)Nc3cccc(C(=O)N4CCOCC4)c3)o2)c1C	-1.1	-20	0%	-38%[inhibitor]	-11	0%	i	-2%
O=C(Oc1cc2oc(=O)c3c(c2cc1Cl)CCCC3)c1ccco1	1.5	0	6%	-4%	3	-1%	i	7%
COc1ccc(CC2C(=O)OC(C)(C)OC2=O)c(Cl)c1OC	-1.0	5	-6%	i	4	-1%	i	-1%
CCC(=O)OCC(=O)Nc1cc(C)c(C)cc1[N+](=O)[O-]	1.0	11	9%	i	1	-1%	i	-4%
CC1CCCN(C(=O)CN2C(=O)NC3(CCCCC3C)C2=O)C1 (stereo not given)	0.6	1	2%	i	8	-5%	i	1%
COc1ccccc1NCC(=O)NNCC(=O)Nc1ccc(F)c(Cl)c1	-0.5	-1	0%	-6%	-3	0%	i	5%

Screening results deposited in PubChem BioAssay by National Center for Advancing Translational Sciences (NCATS).
